Growth percent in the NCI-60 one-dose screen (48 h, 10 µM unless noted): 100 = growth as untreated, 0 = no growth, -100 = all killed.
NCI-H23: NCI-H23 lung cancer. AID 1794731. 80,000 tested, 4% active
IGROV1: IGROV1 ovarian cancer | 79,000 tested, 4.7% active | AID 1794786
NCI-H460: NCI-H460 lung cancer. 82,000 tested, 6.8% active
NCI/ADR-RES: NCI/ADR-RES ovarian cells; 81,000 tested, 4.4% active
NCI-H522: NCI-H522 lung cancer. 78,000 tested, 8% active
KM12: KM12 colon cancer cells; 82,000 tested, 5% active; AID 1794800
COLO 205: COLO 205 colon cancer. 79,000 tested, 7.3% active
NCI-H226: NCI-H226 lung cancer | 79,000 tested, 3.5% active
NCI-H322M: NCI-H322M lung cancer; 80,000 tested, 2.7% active
* = called active by the depositor; . = not tested or not shown. Rule for the calls: active = growth percent below 10; inactive = the rest.

structure	NCI-H23	IGROV1	NCI-H460	NCI/ADR-RES	NCI-H522	KM12	COLO 205	NCI-H226	NCI-H322M
CCC(=O)Nc1ccccc1C#C/C=C\C#Cc1ccccc1C(F)(F)F	57	-22*	10	27	68	42	59	52	37
CC(=O)Nc1ccc(S(=O)(=O)CC(=O)CS(=O)(=O)c2ccc(NC(C)=O)cc2)cc1	105	107	107	106	100	108	115	94	104
O=C(O)C(/C=C/c1ccccc1)=N\O	93	95	114	100	86	104	.	83	91
CCOC(=O)C[n+]1ccccc1	98	111	111	96	103	106	129	105	110
CCOC(=O)C(Cl)c1ccccc1 (stereo not drawn)	105	109	103	104	57	99	97	91	101
O=C(Nc1ccc(Br)cc1)Nc1nc2ccc([N+](=O)[O-])cc2s1	-22*	22	-3.3*	3.3*	3.9*	0.6*	-37*	-3.2*	8.4*
N=C1C(=O)NC(=O)C1c1ccccc1 (stereo not drawn)	105	100	110	108	86	119	109	101	106
CCOC(=O)Nc1nnc(SCC(=O)Nc2ccc3oc(=O)ccc3c2)s1	88	87	110	93	67	91	106	87	103
COc1ccc(-c2nc(N/N=C/c3cccc(Br)c3)nc(N3CCOCC3)c2C#N)cc1	103	89	32	83	71	44	41	76	88
O=[N+]([O-])c1ccc(Oc2cccnc2)c([N+](=O)[O-])c1	96	92	109	51	36	57	55	90	95
O=C(Cn1c(=O)[nH]c2ccccc2c1=O)NCC(=O)NN=C1CCCCC1	103	103	101	99	101	103	115	97	93
N#Cc1c(-c2ccc(Cl)cc2)nc2n[nH]c(-c3ccc(Cl)cc3)c2c1-c1ccc(C(F)(F)F)cc1	-14*	-15*	-49*	-25*	-15*	-11*	-89*	-31*	10
Cc1nn(-c2ccccc2)c2ncnc(Nc3ccc(OCc4c(-c5ccccc5)no[n+]4[O-])cc3)c12	98	97	109	92	85	100	116	97	91
N#Cc1nc(-c2ccccc2)oc1S(=O)(=O)N1CCN(c2ccc(F)cc2)CC1	81	46	102	96	2.6*	82	34	86	92
Cc1ccc(NC(=O)C2=NCCCCN2)c(C)c1	95	103	106	97	93	109	116	96	107
O=C(O)COc1ccccc1F	106	105	101	114	106	104	114	94	106
CCc1cccc2c3c(sc12)C(c1ccc(OC)cc1)C(C#N)=C(N)O3 (stereo not drawn)	95	90	104	100	99	100	127	100	97
CC1(C)CC[C@]2(C(=O)O)CC[C@]3(C)C(=CCC4[C@@]5(C)C[C@@H](O)[C@@H]6OC(c7ccccc7[N+](=O)[O-])OC[C@@]6(C)C5CC[C@]43C)C2C1 (stereo partly drawn)	67	79	41	48	52	33	43	69	51
CC(=N\NC(N)=S)/C(=N/NC(N)=S)c1ccccc1	94	69	98	100	86	106	117	94	90
CC(=O)O[C@H]1C[C@@]2(C)[C@@H](CC(N)[C@H]3[C@@]4(C)CCC(N)[C@@H](C)[C@@H]4CC[C@@]32C)/C1=C(\CCC=C(C)C)C(=O)O (stereo partly drawn)	109	106	109	103	103	109	108	.	103
CCOC(=O)c1nc(Nc2ccc(NC(=O)Nc3ccc(F)cc3)cc2)c2ccccc2n1	92	102	99	93	99	102	108	90	97
N#Cc1cnc2ccc3oc(=O)ccc3c2c1N	100	108	108	108	89	96	118	96	100
CCNC(=O)OCCc1c2ccccc2nc2ccccc12	111	.	108	119	94	114	124	106	108
CC(C)(O)C(=O)O	106	101	103	111	103	107	104	102	99
Cc1ccc(N=C=S)cc1Cl	86	95	94	98	97	100	101	99	105

Part of the list above in order of molecular weight, smallest number first.
structure	NCI-H23	IGROV1	NCI-H460	NCI/ADR-RES	NCI-H522	KM12	COLO 205	NCI-H226	NCI-H322M
CC(=N\NC(N)=S)/C(=N/NC(N)=S)c1ccccc1	94	69	98	100	86	106	117	94	90
O=C(Cn1c(=O)[nH]c2ccccc2c1=O)NCC(=O)NN=C1CCCCC1	103	103	101	99	101	103	115	97	93
CC1(C)CC[C@]2(C(=O)O)CC[C@]3(C)C(=CCC4[C@@]5(C)C[C@@H](O)[C@@H]6OC(c7ccccc7[N+](=O)[O-])OC[C@@]6(C)C5CC[C@]43C)C2C1 (stereo partly drawn)	67	79	41	48	52	33	43	69	51

Two entries from above, set out differently:
N=C1C(=O)NC(=O)C1c1ccccc1 (stereo not drawn)
- NCI-H23: 105
- IGROV1: 100
- NCI-H460: 110
- NCI/ADR-RES: 108
- NCI-H522: 86
- KM12: 119
- COLO 205: 109
- NCI-H226: 101
- NCI-H322M: 106
CCOC(=O)Nc1nnc(SCC(=O)Nc2ccc3oc(=O)ccc3c2)s1
- NCI-H23: 88
- IGROV1: 87
- NCI-H460: 110
- NCI/ADR-RES: 93
- NCI-H522: 67
- KM12: 91
- COLO 205: 106
- NCI-H226: 87
- NCI-H322M: 103

Later entries.
structure	NCI-H23	IGROV1	NCI-H460	NCI/ADR-RES	NCI-H522	KM12	COLO 205	NCI-H226	NCI-H322M
COc1ccc(NC(=O)c2sc3nc(C)c(C(O)c4ccc(OC)cc4)cc3c2N)cc1 (stereo not drawn)	36	29	9.0*	16	5.1*	21	-6.3*	63	51
CCCCCCCCC[Si](F)(CCCCCCCC)CCCCCCCC	106	.	112	102	.	100	110	95	.
Sc1nc2ccccc2s1 (tested in a mixture with another compound)	101	99	100	100	87	122	112	104	108
CCN1CCC2(CC1)NC(=O)c1c(c3ccc(Cl)c(Cl)c3n1C)C2C#N (stereo not drawn)	70	56	55	63	62	41	-31*	72	57
COc1cc(C(c2cc(C(C)=O)n3cccc(Br)c23)c2cc(C(C)=O)n3cccc(Br)c23)cc(OC)c1OC	74	79	84	79	74	95	.	94	91
O=C(CCl)Oc1ccc([N+](=O)[O-])cc1	108	106	107	105	107	107	116	102	106
COc1ccc(C2CC(c3ccccc3)=NN2C(=O)c2ccc(S(N)(=O)=O)cc2)cc1 (stereo not drawn)	95	95	93	93	90	97	103	94	95
Fc1cc(-c2nnc3n2NC(=Nc2ccccc2C(F)(F)F)CS3)c(Cl)cc1Cl	72	50	81	76	63	70	108	89	102
O=C(/C=C(O)/C=C/c1ccc(OCc2ccccc2)c(OCc2ccccc2)c1)/C=C/c1ccc(OCc2ccccc2)c(OCc2ccccc2)c1	108	104	110	110	96	112	114	96	112
CC(C)(C)NSc1nc2ccccc2s1	94	87	92	102	99	103	84	100	103
CSc1ccc(-c2nc3ccccc3[nH]2)cc1	98	95	102	94	109	90	100	97	94
COc1ccc(-c2ccc3c4c(cccc24)C(=O)N(N2C(=O)c4cccc5cccc(c45)C2=O)C3=O)cc1	96	92	102	98	97	.	103	101	102
COc1ccc2cc([C@H](C)C(=O)N/N=C/c3ccccc3F)ccc2c1	73	81	83	74	76	94	105	77	87
Clc1nc(-c2ccccc2)nc2ccccc12	95	93	110	101	99	106	114	88	97
O=S(=O)(NCCNc1nccc(-c2c(-c3ccc(F)c(O)c3)nc3sccn23)n1)c1ccccc1	72	69	75	106	59	71	34	100	96
CSc1c(-c2nc3ccccc3s2)c(N)nc2c(C(N)=O)c(Nc3ccc(Cl)cc3)nn12	95	76	97	98	91	92	90	74	100
CC1CN(c2ccc3ncc(-c4nc(NC5CC5)ncc4F)n3c2)CC(C)O1 (stereo not drawn)	84	66	68	85	81	68	.	.	92
C=CC(=O)c1c(C)cc(O)cc1C	97	111	97	101	77	103	103	99	99
COc1ccc(C(=O)CSc2nc(Nc3cccc(S(N)(=O)=O)c3)c(C#N)c(-c3cc(OC)ccc3OC)n2)cc1	98	100	95	98	98	94	106	96	99
CCOc1ccc(C(=O)O)c(O)c1	104	105	109	108	96	99	122	104	106
Fc1c(-c2nnc(Cc3ccc(Cl)cc3)o2)nc2ccccn12	103	109	110	100	101	98	116	.	.
CS(=O)(=O)c1ccc(C(=N)N)cc1	101	109	115	105	101	104	114	100	98
O=C1/C(=C\c2ccc(O)cc2)Sc2c(F)cccc21	88	100	104	93	94	100	101	96	101
COC(=O)[C@@H](Cc1ccc(OCc2cn(Cc3ccccc3)nn2)cc1)NC(=O)C(=O)c1cn(Cc2cn(Cc3ccccc3)nn2)c2ccccc12	94	91	115	99	98	102	108	99	86
COc1cc2c(cc1-c1c(C)noc1C)ncc1nc(C3CCCCC3)n([C@@H](C)COC(F)F)c12	57	44	53	37	26	36	9.2*	56	42
COc1cc(C(=O)/C=C/c2c(C(F)(F)F)nc3ccccn23)cc(OC)c1OC	-50*	9.0*	-44*	.	-51*	-83*	.	-26*	8.1*
Cc1ccc(-c2cc(C(=O)N=Nc3c(O)[nH]c4ccc(F)cc34)c3ccccc3n2)cc1	15	53	1.3*	3.6*	26	51	74	59	44
Cc1nc2nc(SCC(=O)Nc3ccc(Cl)cc3)[nH]c(=O)c2nc1C	99	99	102	100	95	104	119	89	105
Cc1ccc(C(=O)/C=C/c2ccc(Oc3ccc(Cl)cc3)cc2)cc1	99	101	104	103	87	97	110	105	110
O=C(Cl)c1ccc2c(c1Cl)C(=O)c1ccccc1C2=O	.	108	115	124	94	110	112	114	107
COc1ccc2c(c1)C(=Nc1ccc(O)cc1)C(=O)N2	94	118	105	93	108	103	107	103	99
COc1ccccc1C(=O)OCCc1ccccc1	114	131	106	116	98	91	121	90	128
CC1(C)C=Cc2c(ccc3c2[N+]([O-])=C2C(C)(C)[C@H]4C[C@]56CCCN5C(=O)[C@@]4(C[C@@]23O)NC6=O)O1	99	97	107	101	81	98	101	97	96
Nc1c(O)ccc2ccccc12	85	85	101	94	98	98	107	94	96
Cc1cccc[n+]1CC(=O)c1ccc(Br)cc1	97	100	121	105	85	95	100	101	98
Cc1onc(-c2c(Cl)cccc2Cl)c1C(=O)Nc1ccccc1CC1c2ccccc2CCN1C (stereo not drawn)	82	90	86	90	74	110	82	90	108
Fc1ccc2nc(Cl)c(Cn3nnc(SCc4ccccc4)n3)cc2c1	107	102	106	103	88	100	107	89	105
Cc1cccc(C)c1N1C(c2ccccc2)=NNC12C=CC(=O)c1c(O)cccc12 (stereo not drawn)	31	83	98	70	55	76	98	95	99
O=c1c2c(nc3cc(-c4ccccc4)[nH]n13)CSC2	93	95	109	99	89	99	114	108	96
COc1ccc(C(=S)N2CCN(c3cccc(Cl)c3)CC2)cc1OC	82	72	79	35	52	53	84	90	117
CCOC(=O)c1c(NCC(=O)Nc2ccccc2Cl)sc(C(C)=O)c1C	94	110	109	104	98	105	115	99	110
CCCCCCCC/C=C/CCCCCCCC1=NCC[N+]1(CCO)CCO	68	-8.6*	43	95	29	40	.	71	84
COC(=O)[C@@H](NC1CCN(C(=O)OC(C)(C)C)CC1)c1ccccc1	.	102	112	96	94	112	127	92	115
COC(=O)c1ccc(C(=O)Nc2sc3c(c2C(N)=O)CCCC3)cc1	90	.	108	105	101	103	131	98	102
C[C@H](CCC(=O)O)[C@H]1CC[C@@]2(C)[C@@H]3C(=O)C[C@H]4C(C)(C)[C@@H](O)CC[C@]4(C)[C@H]3C(=O)C[C@]12C	96	99	104	101	86	98	109	86	91
CCOC(=O)c1nc(Oc2ccc(NC(=O)Nc3ccc(Cl)c(C(F)(F)F)c3)cc2)c2ccccc2n1	110	101	104	110	94	101	112	95	105
C(=Nc1cccc2ccccc12)c1ccc2c(c1)OCO2	103	104	114	108	76	106	100	99	109
COc1ccc(-c2cc(-c3cccnc3)nc3sc4c(N)c(C(C)=O)c(-c5ccccc5)nc4c23)cc1OC	67	98	78	79	57	76	95	94	90
c1cc(NC2CCCCC2)ccc1CN1CCOCC1	110	117	107	115	108	106	108	113	109
N#CC1=C(N)Oc2ccc3ccccc3c2C1c1ccc([N+](=O)[O-])cc1 (stereo not drawn)	78	51	93	95	74	95	102	87	89

(cont.)
structure	NCI-H23	IGROV1	NCI-H460	NCI/ADR-RES	NCI-H522	KM12	COLO 205	NCI-H226	NCI-H322M
CC(C)(C)CC(C)(C)NCC#CCNC(C)(C)CC(C)(C)C	87	122	105	100	.	100	87	97	117
N#Cc1c2c(nn(-c3ccccc3)c1=O)C(O)=C([N+](=O)[O-])C(c1ccc(Cl)cc1)C2 (stereo not drawn)	93	77	98	99	89	86	108	105	99
CCCc1[nH]c(-c2cc(N)ccc2Cl)c2c1C(=O)CCCC2	93	92	102	95	91	94	121	98	89
COc1ccc(/C=C/C(=O)c2ccc(NC(=O)CN3C(=O)NC(C)(c4ccccc4)C3=O)cc2)cc1OC (stereo not drawn)	91	95	101	106	96	67	124	88	97
C#CCOc1cccc(-c2nc(N)nc(Nc3ccccc3SSc3ccccc3Nc3nc(N)nc(-c4cccc(OCC#C)c4)n3)n2)c1	-6.2*	-5.3*	-16*	5.7*	80	3.9*	114	1.7*	81
COc1cccc(N2CC(c3nc4ccccc4n3Cc3ccc(F)cc3)CC2=O)c1 (stereo not drawn)	108	99	100	95	83	104	107	92	99
CCCCCCc1nc2nc(Cl)c(Cl)nc2[nH]1	35	58	53	67	33	48	102	63	96
COc1ccccc1NC(=S)/N=C/c1c(O)[nH]c(=O)[nH]c1=O	96	109	107	100	83	103	93	104	101
Cc1ccc(C2C3CC4CCCCC4N3[C@@]3(C(=O)Nc4cc(Cl)ccc43)C2C(=O)c2nc3ccccc3[nH]2)cc1 (stereo partly drawn)	58	26	16	42	54	38	31	63	63
CCOc1ccc(/C=N\Nc2ccc([N+](=O)[O-])cn2)cc1OCC	97	102	104	98	96	114	134	115	118
O=c1ssc2ccccc12	102	101	109	106	98	103	111	99	85

Record cards (already shown):
Listed for COc1cccc(N2CC(c3nc4ccccc4n3Cc3ccc(F)cc3)CC2=O)c1 (stereo not drawn) = NCI-H23 = 108; IGROV1 = 99; NCI-H460 = 100; NCI/ADR-RES = 95; NCI-H522 = 83; KM12 = 104; COLO 205 = 107; NCI-H226 = 92; NCI-H322M = 99
Listed for COc1ccc(/C=C/C(=O)c2ccc(NC(=O)CN3C(=O)NC(C)(c4ccccc4)C3=O)cc2)cc1OC (stereo not drawn) = NCI-H23 = 91; IGROV1 = 95; NCI-H460 = 101; NCI/ADR-RES = 106; NCI-H522 = 96; KM12 = 67; COLO 205 = 124; NCI-H226 = 88; NCI-H322M = 97
